# BL2 CD40 inh: CD40 pathway inhibition in BL2 cells; BL2 NF-kB luciferase reporter, CD40L-induced, 4 h; inhibition, % at 10 µM; 83,000 tested, 0.94% active;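 active = mean inhibition of at least 50% with a set share of replicates also reaching that level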;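 also: 0% = neutral control wells and 100% = IKK inhibitor VII at 50 µM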
# Numbers without * were called inactive; & = joins results of further samples; [ ] = remark or other dose. Not all compounds are listed (hit frequency here may not be typical).
SMILES,BL2 CD40 inh
Cc1ccccc1-c1cnc2c(c1)C(=O)N([C@H](C)CO)C[C@H](C)[C@@H](CN(C)Cc1ccccc1F)O2,-23[25 µM]
Cc1ccc(NC(=O)CSc2nnc(C)n2CC2CCCO2)cc1 (configuration not stated),7
Cc1ccc2c(CN3CCN(S(=O)(=O)c4ccccc4C(F)(F)F)CC3)cc(=O)oc2c1,-20
O=S1(=O)NC(=NCc2ccccc2)c2ccccc21,0
C[C@H](NC(=O)[C@@H]1[C@@H](CO)[C@@H]2Cn3c(cccc3=O)[C@@H]2N1CCC(F)(F)F)c1ccccc1,-10[25 µM]
Cc1cc(Cl)ccc1OCCCC(=O)NC1CCN(C)CC1,25
COc1ccc(CNc2ccc3cn[nH]c3c2)c(OC)c1OC,-6
CO[C@@H](CN(C)S(=O)(=O)c1ccc(F)cc1)[C@@H](C)CN(C(=O)Nc1ccccc1F)[C@H](C)CO,-3
COC(=O)c1cc(S(=O)(=O)NCCN2CCN(c3ccccc3F)CC2)c[nH]1,13
Cn1c(=O)c2c(nc3n2CCCN3CCc2ccccc2)n(C)c1=O,8
O=C(NCC(c1ccc(F)cc1)N1CCOCC1)c1ccccc1F (configuration not stated),-72
C[C@H](CO)N1C[C@H](C)[C@H](CN(C)Cc2ccncc2)Oc2c(NC(=O)C3CCOCC3)cccc2C1=O,9[25 µM]
c1ccc2[nH]c(SCC3CCCCO3)nc2c1 (configuration not stated),-32
Cc1cc2sc(C(=O)O)c(C)c2s1,6
Cc1nc2ccccc2cc1C(=O)NCc1ccccc1,9
Cc1c(C(N)=O)cc([N+](=O)[O-])cc1[N+](=O)[O-],8
C(#CCN1CCOCC1)COC(c1ccccc1)c1ccccc1,9
C[C@H]1CN([C@@H](C)CO)C(=O)c2cc(NC(=O)Cc3ccccc3)ccc2O[C@H]1CN(C)Cc1ccc(Oc2ccccc2)cc1,11
COc1ccc(NC(=O)N2CCCCN3[C@H](CO)[C@H](c4ccc(-c5ccccc5F)cc4)[C@H]3C2)cc1,4[25 µM]
O=C(C[C@H]1C[C@@H]2c3cc(NC(=O)c4cccnc4)ccc3O[C@@H]2[C@@H](CO)O1)NC1CCCCC1,-12[25 µM]
CCC(=O)N1[C@H](C#N)[C@H](c2ccccc2-c2ccccc2)[C@H]1CO,1[25 µM]
CN1CCCNc2nc3ccccc3nc21,-23
CCOC(=O)c1c(C)[nH]c(C(=O)COC(=O)c2ccncc2)c1C,-102
CN(C)C(=O)Nc1ccc(Cl)c(Cl)c1,-16
CC(=O)c1ccccc1N(C(=O)Cn1nnc2ccccc21)C(C(=O)NCC1CCCO1)c1ccc(N2CCOCC2)cc1 (configuration not stated),11

# Some of the entries so far, with tabs.
molecule	BL2 CD40 inh
COc1ccc(CNc2ccc3cn[nH]c3c2)c(OC)c1OC	-6
CC(=O)c1ccccc1N(C(=O)Cn1nnc2ccccc21)C(C(=O)NCC1CCCO1)c1ccc(N2CCOCC2)cc1 (configuration not stated)	11
Cc1ccccc1-c1cnc2c(c1)C(=O)N([C@H](C)CO)C[C@H](C)[C@@H](CN(C)Cc1ccccc1F)O2	-23[25 µM]
Cc1ccc(NC(=O)CSc2nnc(C)n2CC2CCCO2)cc1 (configuration not stated)	7
CN(C)C(=O)Nc1ccc(Cl)c(Cl)c1	-16
c1ccc2[nH]c(SCC3CCCCO3)nc2c1 (configuration not stated)	-32
Cc1cc(Cl)ccc1OCCCC(=O)NC1CCN(C)CC1	25

# Later entries
SMILES,BL2 CD40 inh
O=C(Oc1ccccc1C(=O)N1CCOCC1)c1ccccc1,19
O=C(Cc1cccnc1)N1CC(=O)N2[C@@H](CO)[C@@H](c3ccc(C#CC4CCCCC4)cc3)[C@@H]2C1,-20[25 µM]
Cn1c(=O)c2c(c3ccccc31)OC(=O)CC2c1cccnc1 (configuration not stated),1
CCOC(=O)C1(CCCc2ccccc2)CCN(C2CCSCC2)CC1,8
CC(=O)N1CCN(C(=O)COC(=O)/C=C/c2ccccc2[N+](=O)[O-])CC1,2
COc1ccc(CNC(=O)N(C)C[C@H]2OCc3ccccc3-c3ccccc3C(=O)N([C@@H](C)CO)C[C@@H]2C)cc1,-10[25 µM]
Cn1cccc1C(=O)c1cccc([N+](=O)[O-])c1,1
COC(=O)[C@@H]1[C@@H](CO)[C@@H]2Cn3c(cccc3=O)[C@@H]2N1CC1CCCC1,-4
N#C[C@@H]1[C@H](c2ccccc2)[C@H](CO)N1C(=O)Nc1cccc(F)c1,20[25 µM]
O=C(Cc1ccccc1)N1CCN(C(=O)c2ccco2)CC1,3
O=C(CSc1nnc2ccc(-c3ccc(F)cc3)nn12)NCC1CCCO1 (configuration not stated),1
CCc1cc(C(=O)NCCN(C)C)cs1,0
O=C(NCC1CCCO1)/C(=C\c1cccc([N+](=O)[O-])c1)NC(=O)c1ccccc1 (configuration not stated),1
OCCn1ccc(-c2ccccc2OCc2ccc(F)cc2)n1,-2
N#Cc1cccc(-c2ccc(C3[C@@H]4CN(C(=O)C5CCOCC5)C[C@H]3N4)cc2)c1 (some centres not stated),0&2[25 µM]
COC(=O)c1c(C(=O)OC)c(-c2ccc(Cl)c(Cl)c2)n2c1CCC2,2
NC(=O)c1ccc(SCC(=O)OCC(=O)NCc2ccco2)c([N+](=O)[O-])c1,-3
O=C(O)C1CCN(Cc2cnn(-c3ccccc3)c2-n2cccc2)CC1,3
NC1=NC2(CCCC2)n2c(nc3ccccc32)N1,7
CN(C)C(=O)[C@@H]1[C@@H](CO)[C@@H]2Cn3c(ccc(-c4ccccc4)c3=O)[C@H]1N2C(=O)C1CCCC1,7
CCCCN(C=O)c1c(CC)nc2c(OCc3cc(Cl)cc(Cl)c3)cccn12,18
Nc1c(N(Cc2ccco2)C(=O)COc2ccccc2)c(=O)[nH]c(=O)n1Cc1ccccc1,2
CCC(=O)N1CC2(C1)[C@@H](c1ccc(-c3cccc(C)c3)cc1)[C@@H](CO)N2S(C)(=O)=O,-2[25 µM]
CC1=NC(C)(C)Cc2cc(C)c(C)cc21,-8
CC(C)NC(=O)N1[C@@H](CO)[C@@H](c2ccccc2)C12CN(C(=O)c1ccccn1)C2,-4[25 µM]
# Additional entries:
SMILES,BL2 CD40 inh
O=C(COc1ccc(Cl)cc1)NNC(=O)c1ccc2c(=O)n3c(nc2c1)CCC3,2
Cc1ccc(-c2nn[nH]n2)o1,0
CC(C)NC(=O)COC(=O)c1cncc(Br)c1,3
OC[C@@H]1[C@H](c2ccc(C3=CCCC3)cc2)[C@H]2CN(Cc3ccncc3)CCCCN12,-2[25 µM]
COc1ccc2[nH]c3c(=O)n(CCCCCC(=O)NCCC(C)C)c(=S)[nH]c3c2c1,-4
COc1cccc(N2CCN(C(=O)CNC(=O)c3sc4ccccc4c3Cl)CC2)c1,0
O=C(C1CC1)N1CCN(c2nc3ccccc3s2)CC1,-72
O=C(N/N=C/c1ccc[nH]1)c1cc(-c2cccs2)nc2ccccc12,-10
Cn1c(CC(O)c2nc3ccccc3n2C)nc2ccccc21 (configuration not stated),-14
Cc1ccc(S(=O)(=O)NNC(=O)c2ccncc2)cc1,-1
O=S(=O)(Cc1ccccc1)Cc1cnc(Cl)s1,13
O=C(Cc1ccccn1)N1CC(=O)N2[C@H](C1)[C@H](c1ccc(C#CCC3CCCC3)cc1)[C@@H]2CO,-1[25 µM]
O=C(COC(=O)c1cncc(Br)c1)NC1CCCCC1,7
c1ccc(-n2nnnc2NC2CCCCCC2)cc1,5
Cc1nn(C)c(C(=O)Nc2ccc(Cn3cccn3)cc2)c1[N+](=O)[O-],5
O=C(Nc1ccc(Cl)cc1)N1C[C@@H]2[C@H](c3ccccc31)[C@H](CO)N2C(=O)c1cccnc1,-29
CC(C)c1c(C(=O)N/N=C/c2ccoc2)nnn1-c1nonc1N,-5
CCCNC(=O)CCCCn1c(=S)[nH]c2c([nH]c3ccc(OC)cc32)c1=O,6
C[C@H]1CN([C@@H](C)CO)C(=O)c2cc(NC(=O)CCN3CCOCC3)ccc2O[C@H]1CN(C)Cc1ccc(C(F)(F)F)cc1,2[25 µM]
COc1ccc(C(=O)Nc2ccc3c(c2)C(=O)N(C)[C@H]2CC[C@H](CC(=O)NCC4CC4)O[C@@H]2CO3)cc1,10[25 µM]
O=C1CC(c2ccccc2)Cc2nc(N3CCc4ccccc43)ncc21 (configuration not stated),7
CCN(CCNc1ccc(Cl)cc1[N+](=O)[O-])C(=O)c1cc([N+](=O)[O-])c(N(C)C)cc1OC,11
C/C=C/c1ccc([C@@H]2[C@@H](CO)N(C(=O)CN(C)C)C23CN(C(=O)C2CCOCC2)C3)cc1,-6[25 µM]
COc1ccc2c(c1)c1ncn(Cc3ccc(F)cc3)c(=O)c1n2C,-2
CN(C)C(=O)c1cccc(-c2ccc3c(c2)[C@@H]2[C@@H](CCN2C(=O)C2CC2)[C@@H](CO)N3)c1,0

# 5 compounds picked at random from those above:
SMILES,BL2 CD40 inh
O=C(Nc1ccc(Cl)cc1)N1C[C@@H]2[C@H](c3ccccc31)[C@H](CO)N2C(=O)c1cccnc1,-29
O=C(C1CC1)N1CCN(c2nc3ccccc3s2)CC1,-72
CCc1cc(C(=O)NCCN(C)C)cs1,0
COc1ccc(C(=O)Nc2ccc3c(c2)C(=O)N(C)[C@H]2CC[C@H](CC(=O)NCC4CC4)O[C@@H]2CO3)cc1,10[25 µM]
CCOC(=O)c1c(C)[nH]c(C(=O)COC(=O)c2ccncc2)c1C,-102

# Additional entries
SMILES,BL2 CD40 inh
COc1ccc(NC(=O)c2cc(-c3cc(Cl)ccc3OC)n[nH]2)c(OC)c1,-6
CCS(=O)(=O)Nc1ccc2c(c1)C(=O)N(C)[C@@H]1CC[C@@H](CC(=O)NCc3ccccc3F)O[C@H]1CO2,-10[25 µM]
COc1ccccc1CNC(=O)/C=C/c1ccc(S(=O)(=O)N2CCOCC2)cc1,12
N#C[C@@H]1[C@H](c2ccccc2-c2ccccc2)[C@H](CO)N1C(=O)Cc1ccccc1,8[25 µM]
CC(C)c1cn(CC[C@@H]2CC[C@@H](NS(=O)(=O)c3ccc(F)cc3)[C@H](CO)O2)nn1,0[25 µM]
CC(C)c1csc(CN2CCC(N3CCC(C(=O)NCC4CCCO4)CC3)CC2)n1 (configuration not stated),7
CC1=C(C(=O)N2CCCCCC2)CC(CC(=O)NC2CCCCC2)C(=O)N1Cc1ccc(F)cc1 (configuration not stated),8
O=C(COC(=O)CNC(=O)c1ccccc1)Nc1nc(-c2ccccc2)cs1,-37
Cc1c(O)c2cccnc2[nH]c1=O,0
O=C(c1ccccc1)c1ccccc1C(=O)N1CCCC1,3
CCCNC(=O)N1CC(=O)N2[C@H](C1)[C@@H](c1ccc(-c3ccc(F)cc3)cc1)[C@@H]2CO,-5[25 µM]
O=C(OCC1OC2OC3(CCCCC3)OC2C2OC3(CCCCC3)OC12)c1ccccc1 (configuration not stated),2
ClC1(Cl)CC1CSc1nnc(-c2ccncc2)o1 (configuration not stated),-41
O=C(Cn1ccccc1=O)c1ccc(Cl)cc1,7
O=C(CNC(=O)c1cccs1)OCC(=O)c1ccc2ccccc2c1,-1
C/C(Sc1nnc(Cc2ccccc2)o1)=C(\O)c1ccccc1,-19
Cc1onc(-c2ccccc2Cl)c1C(=O)NCCN1Cc2ccccc2C1=O,8
Cc1ccc(C(=O)NCCCC(=O)O)o1,14
C=CCSC1=C(C#N)C(c2ccccc2OCC)CC(=O)N1 (configuration not stated),17
O=C(N[C@@H](Cc1ccccc1)C(=O)NCCc1c[nH]c2ccccc12)c1ccco1,6
CC(C)NC(=O)Nc1ccc2c(c1)C(=O)N([C@@H](C)CO)C[C@H](C)[C@H](CN(C)C(=O)C1CCCCC1)OCCCC[C@@H](C)O2,-4[25 µM]
COc1cccc(CN2CC(C(=O)N(C)CC3CCOCC3)CCC2=O)c1 (configuration not stated),-5
O=C(CCNS(=O)(=O)c1cccs1)NCc1cccs1,10
C[C@@H]1CN([C@@H](C)CO)S(=O)(=O)c2ccc(Br)cc2O[C@@H]1CN(C)Cc1ccc2c(c1)OCO2,6[25 µM]
Cc1cc(C)n(-c2ccc(C(=O)NCCCN3CCOCC3)cc2)n1,9

# An excerpt from above in order of SMILES length, lowest first:
SMILES,BL2 CD40 inh
C=CCSC1=C(C#N)C(c2ccccc2OCC)CC(=O)N1 (configuration not stated),17
CCCCN(C=O)c1c(CC)nc2c(OCc3cc(Cl)cc(Cl)c3)cccn12,18
CC(C)c1cn(CC[C@@H]2CC[C@@H](NS(=O)(=O)c3ccc(F)cc3)[C@H](CO)O2)nn1,0[25 µM]

# (further entries)
SMILES,BL2 CD40 inh
O=C(Nc1ccc2oc(-c3ccccc3)nc2c1)c1ccccc1F,-107
COc1ccc(Br)c(C(=O)NC(C)(C)CO)c1,4
CCCNC(=O)Nc1ccc2c(c1)C(=O)N(C)C[C@@H](OC)[C@H](C)CN(C)[C@@H](C)CO2,-10[25 µM]
Cc1ccc(OCC(=O)N2CCN(S(=O)(=O)c3ccc(Cl)s3)CC2)cc1C,17
C[C@H](NC(=O)C[C@@H]1C=C[C@H](NC(=O)c2cccnc2)[C@@H](CO)O1)c1ccccc1,1[25 µM]
Cc1cc(NC(=O)C2CC2)n(-c2nc3ccccc3s2)n1,-24
CCOC(=O)Nc1ccc2nc(-c3cscn3)[nH]c2c1,-56
CCOC(=O)C1(C)CCN1C(=O)c1ccc(C(=O)OC)cc1 (configuration not stated),-1
CC(C)S(=O)(=O)c1csc(C(=O)NN)c1Cl,-4
CCC(=O)Nc1sc2c(c1C(N)=O)CCN(C(C)=O)C2,13
CS(=O)(=O)N1CC2(C1)[C@H](c1ccccc1)[C@H](CO)N2Cc1ccccc1,-7[25 µM]
COc1ccc(CCN(C)C(=O)CSc2nc3ccccc3c(=O)n2CC2CCCO2)cc1OC (configuration not stated),-16
O=C(c1cccnc1)N1CC[C@@H]2[C@H]1c1cc(-c3cccc(F)c3)ccc1N[C@@H]2CO,-34[25 µM]
CCOc1ccc(S(=O)(=O)N2CCN(C(=O)Cc3n[nH]c(=O)c4ccccc34)CC2)cc1,-5
CCOC(=O)c1cc(S(=O)(=O)N2CCc3ccccc32)cn1C,9
Cc1ccccc1C(=O)Nc1ccc(O)cc1C(=O)O,-2
CCCCCOC(=O)NC1CCS(=O)(=O)C1 (configuration not stated),3
O=C(C1CCOCC1)N1CC(=O)N2[C@H](CO)[C@H](c3ccc(-c4cccnc4)cc3)[C@@H]2C1,-18[25 µM]
Cn1nc(NC(=O)C2CCC2C(=O)O)c2c(F)cccc21 (configuration not stated),7

# Screening data from PubChem BioAssay.
